# FadD28 FP inh: inhibitors of FadD28 bisubstrate probe binding, primary screen, biochemical, fluorescence polarization, single point | AID 588549, 2011 | Mycobacterium tuberculosis FadD28 fatty-acid-AMP ligase | inhibition, % at 12.5 µM | actives 0.22% (n = 360,000); in the data active = inhibition above about 8.5%, passing the limit was not always enough; inconclusive = no clear call, values can overlap the other calls
# BioA inh: M. tuberculosis BioA enzyme inhibitors, primary screen, biochemical, plate reader, single point, HTS; actives 0.096% (n = 360,000); purified M. tuberculosis BioA enzyme; 7,8-diaminopelargonic acid synthase BioA (Mycobacterium tuberculosis); inhibition, % at 9.99 µM; in the data active = inhibition above about 40%; inconclusive = no clear call, values can overlap the other calls
# Mtb FBA inh: Mtb FBA enzyme inhibitors, primary screen, biochemical, fluorescence, strain H37Rv. Fructose-bisphosphate aldolase (Mycobacterium tuberculosis (strain ATCC 25618 / H37Rv)), …. purified M. tuberculosis FBA, fluorescence read-out. inhibition, % at 1 µM. actives 2.3% (n = 360,000); in the data active = inhibition above about 27%;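 note: 0% = vehicle and 100% = reference inhibitor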
# Target sequence (P9WQA3 whole entry, looked up): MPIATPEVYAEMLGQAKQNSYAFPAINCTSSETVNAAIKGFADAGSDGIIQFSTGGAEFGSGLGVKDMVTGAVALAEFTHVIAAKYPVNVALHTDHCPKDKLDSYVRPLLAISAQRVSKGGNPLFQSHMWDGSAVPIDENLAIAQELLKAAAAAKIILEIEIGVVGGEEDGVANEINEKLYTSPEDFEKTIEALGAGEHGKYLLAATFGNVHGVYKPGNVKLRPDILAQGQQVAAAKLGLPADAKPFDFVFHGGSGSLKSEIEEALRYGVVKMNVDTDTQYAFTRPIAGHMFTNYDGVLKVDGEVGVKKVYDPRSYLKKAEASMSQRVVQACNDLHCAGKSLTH
# Mtb UGM inh: M. tuberculosis UGM enzyme inhibitors, primary screen, biochemical, fluorescence polarization, single point; UDP-galactopyranose mutase (Mycobacterium tuberculosis (strain ATCC 25618 / H37Rv)), …; actives 0.06% (n = 320,000); inhibition, % at 10 µM; purified UGM, fluorescence polarization probe displacement; in the data active = inhibition above about 10%, passing the limit was not always enough; inconclusive = no clear call, values can overlap the other calls
# MazF activator: activators of E. coli MazEF toxin-antitoxin RNase, primary screen, biochemical, fluorescence, uHTS; activation, % at 20 µM; actives 0.32% (n = 350,000); AID 504720, 2011; Endoribonuclease toxin MazF (Escherichia coli (strain K12)), P0AE70; FAM/BHQ RNA-DNA oligo cleavage fluorescence, 5 h; in the data active = activation above about 50%
# Rv3671c inh: Rv3671c serine protease inhibitors, primary screen, biochemical, fluorescence polarization, M. tuberculosis H37Rv; P9WHR9; inhibition, % at 5.96 µM; actives 0.048% (n = 320,000); AID 2606, 2010; in the data active = inhibition above about 38%;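 note: extracellular domain of Rv3671c used as enzyme; 0% = enzyme with DMSO and 100% = no enzyme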
# Target sequence (P9WHR9 whole entry, looked up, the tested form may be a part): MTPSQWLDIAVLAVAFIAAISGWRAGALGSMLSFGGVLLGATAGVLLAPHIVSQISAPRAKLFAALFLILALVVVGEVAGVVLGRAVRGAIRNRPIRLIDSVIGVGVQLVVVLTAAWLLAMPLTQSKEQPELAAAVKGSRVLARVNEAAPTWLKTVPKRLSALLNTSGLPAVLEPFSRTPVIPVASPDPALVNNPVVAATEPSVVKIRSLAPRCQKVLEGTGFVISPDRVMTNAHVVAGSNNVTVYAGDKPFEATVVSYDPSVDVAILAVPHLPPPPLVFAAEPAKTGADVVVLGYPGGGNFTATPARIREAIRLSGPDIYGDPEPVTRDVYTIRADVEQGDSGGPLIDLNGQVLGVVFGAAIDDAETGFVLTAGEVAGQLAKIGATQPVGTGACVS
# GDH-TPI counter: GDH-TPI coupling enzyme inhibitors, primary screen, artefact control for M. tuberculosis FBA inhibitor project, biochemical, absorbance, full deck; actives 1.2% (n = 360,000); GDH-TPI coupled enzyme counterscreen, NADH absorbance; AID 588335, 2011; inhibition, % at 4.8 µM; in the data active = inhibition above about 30%;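 note: 0% = DMSO wells and 100% = wells lacking the enzyme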
# PrPC TRFRET: inhibitors of human cell surface prion protein PrPC, primary screen, cell-based, TR-FRET. AID 720596, 2013. Major prion protein (Homo sapiens), P04156. actives 0.43% (n = 370,000). TR-FRET read-out. inhibition, % at 13.8 µM; in the data active = inhibition above about 24%; note: 0% = median of the test wells and 100% = reference compound wells
# BoNT-F LC inh: BoNT/F light chain protease inhibitors, primary screen, biochemical, flow cytometry, MLPCN library; Multiplex microsphere protease cleavage assay; AID 588497, 2011; Botulinum neurotoxin type F light chain protease (Clostridium botulinum); inhibition, % at 10 µM; actives 0.22% (n = 360,000); in the data active = inhibition above about 35%, passing the limit was not always enough; inconclusive = no clear call, values can overlap the other calls; note: plate controls were buffer without enzyme for full effect and enzyme alone for no effect
# * hit, by the source's call; u = inconclusive; x = no result given.
# The opening 2 compounds, to show the layout:
SMILES,FadD28 FP inh,BioA inh,Mtb FBA inh,Mtb UGM inh,MazF activator,Rv3671c inh,GDH-TPI counter,PrPC TRFRET,BoNT-F LC inh
O=C(NCCCCc1ccccc1)c1ccc(Br)cc1,-1.3,0.2,-2.1,2.1,1.4,-8.2,3.5,8.6,u
Cc1ccc(NC(=O)Nc2cnccn2)cc1C,0.0,0.1,6.8,-0.1,-2.1,2.8,-13.0,6.8,5.9

# This part in full (from the top)
SMILES,FadD28 FP inh,BioA inh,Mtb FBA inh,Mtb UGM inh,MazF activator,Rv3671c inh,GDH-TPI counter,PrPC TRFRET,BoNT-F LC inh
O=C(NCCCCc1ccccc1)c1ccc(Br)cc1,-1.3,0.2,-2.1,2.1,1.4,-8.2,3.5,8.6,u
Cc1ccc(NC(=O)Nc2cnccn2)cc1C,0.0,0.1,6.8,-0.1,-2.1,2.8,-13.0,6.8,5.9
CC(C)N(CCNC(=O)c1cn(C)c2ccc(S(=O)(=O)N(C)C)cc2c1=O)Cc1ccccc1,-2.5,-0.8,4.2,-1.7,5.8,-8.7,23.8,-8.8,-3.1
C=CCNC(=O)c1nn2cccnc2c1Cl,-1.8,14.4,12.9,3.9,11.9,-4.8,-4.1,1.8,-7.5
O=C(O)c1nn(CC(=O)N2CCN(c3ccccc3)CC2)c(=O)c2ccccc12,-2.7,-0.9,-5.0,0.2,-70.8,-3.0,-4.2,-0.8,-12.2
O=C(Nc1cccnc1)c1ccccc1NS(=O)(=O)c1ccc(F)cc1,-3.4,1.1,6.2,-1.2,-0.8,-1.4,-5.7,0.6,0.9
CSc1nc(N)nc2c1ncn2CC(=O)NCC(c1ccccc1)c1ccccc1,-6.3,4.0,4.9,x,1.8,-5.3,-1.8,3.0,3.5
COc1cc(-c2nnc(COc3ccc4ccccc4c3)o2)cc(OC)c1OC,-0.6,-1.3,-2.1,0.3,6.3,-13.5,-12.4,6.3,2.4
COc1ccccc1/C=C/C(=O)Nc1ccc(N2CCOCC2)cc1,-0.2,1.5,2.3,1.8,6.5,11.4,28.1,2.2,6.7
O=C(NCc1cccnc1)Nc1ccc(Br)cc1Cl,-5.7,-1.5,2.6,0.5,-7.3,-3.8,-11.6,-7.2,3.7
COc1ccc(OC)c(CC(=O)Nc2ccc3c(c2)c(=O)n(C)n3Cc2cccc(C(F)(F)F)c2)c1,-1.0,1.8,110.7*,x,x,x,-4.9,82.0*,-4.3
CCOC(=O)c1ccc2c(c1)N(Cc1ccccc1C)C(=O)c1ccccc1S2=O (stereo unspecified),-1.8,1.6,-0.7,-2.5,-2.9,0.0,-0.7,2.2,-8.4
CCn1c(SCC(=O)N2CCc3ccccc32)nnc1-c1ccncc1,0.5,-2.9,-4.2,0.2,-0.1,-0.7,15.6,-4.4,-4.9
COC(=O)c1sc(S(=O)(=O)Nc2c(C)nn(C)c2C)c(C(=O)OC)c1C,0.6,-1.9,-3.0,x,-1.0,x,8.4,3.0,-1.0
NC1=NC(=O)C2(COC(c3ccccc3Cl)OC2)S1 (stereo unspecified),-1.3,-0.6,2.4,1.7,2.4,-0.6,-0.5,-2.7,7.6

# One compound at a time (already shown).
# `O=C(NCCCCc1ccccc1)c1ccc(Br)cc1` across the screens: FadD28 FP inh = -1.3; BioA inh = 0.2; Mtb FBA inh = -2.1; Mtb UGM inh = 2.1; MazF activator = 1.4; Rv3671c inh = -8.2; GDH-TPI counter = 3.5; PrPC TRFRET = 8.6; BoNT-F LC inh = u
# `CSc1nc(N)nc2c1ncn2CC(=O)NCC(c1ccccc1)c1ccccc1` across the screens: FadD28 FP inh = -6.3; BioA inh = 4.0; Mtb FBA inh = 4.9; Mtb UGM inh = x; MazF activator = 1.8; Rv3671c inh = -5.3; GDH-TPI counter = -1.8; PrPC TRFRET = 3.0; BoNT-F LC inh = 3.5

# The list continues:
SMILES,FadD28 FP inh,BioA inh,Mtb FBA inh,Mtb UGM inh,MazF activator,Rv3671c inh,GDH-TPI counter,PrPC TRFRET,BoNT-F LC inh
CN1CCN(C(=O)c2ccc(N3CCCC3=O)cc2)CC1,0.1,-0.6,-3.9,-2.0,-13.8,1.1,5.5,2.6,9.5
COc1ccccc1C(=O)Nc1ccc(-c2nnc(SCC(=O)O)n2C)cc1,0.4,-1.7,1.7,-1.1,-11.2,9.7,3.7,-3.4,4.2
COc1ccccc1N1CCN(c2cc(=O)n(Cc3ccc(F)cc3)c(=O)[nH]2)CC1,-0.6,-0.5,-0.3,-1.4,0.5,4.4,9.1,-3.9,-10.9
O=[N+]([O-])c1cccc(S(=O)(=O)NCC2CC3CCC2C3)c1 (stereo unspecified),x,-0.8,3.1,-3.2,1.6,-6.0,-6.3,-13.5,14.7
COc1ccc(N2CCN(CCNC(=O)c3c(C)cc(=O)oc3C)CC2)cc1,0.3,-3.7,2.0,x,-6.8,0.3,40.5*,5.4,-3.2
Cc1ccc2cc(C(c3nnnn3CC3CCCO3)N3CCc4ccccc4C3)c(=O)[nH]c2c1 (stereo unspecified),-2.8,0.4,-1.4,0.6,14.3,-11.6,10.3,3.5,3.4
COc1ccc(OC)c(CN2CCN(Cc3cc(=O)oc4cc(O)ccc34)CC2)c1,-1.1,2.1,114.7*,0.7,27.7,1.0,10.5,-5.8,-10.8
COc1ccc(N(CC(=O)N/N=C/c2ccc(OC3CSC3)cc2)S(=O)(=O)c2ccccc2)cc1,-3.4,x,0.2,0.1,5.6,-6.8,6.6,-5.2,-1.3
COc1cccc(CN(C)C(=O)C2CCN(S(=O)(=O)c3ccc(C)cc3)CC2)c1OC,-2.0,0.5,5.5,-3.7,-8.0,3.0,1.8,-4.2,-6.4
CCc1ccc(-c2cc3c(=O)n(CC(=O)NCCN4CCCCC4C)nc(C)n3n2)cc1 (stereo unspecified),-1.3,-1.0,1.6,1.0,20.6,0.1,9.6,2.5,1.9
Cc1oc(-c2ccoc2)nc1CN(Cc1ccccc1)CC1CC1,-0.8,1.6,1.1,-1.4,0.9,-7.4,-2.6,-3.1,1.9
CCOC(=O)/C(C)=C1\NC(C)(C)Cc2ccccc21,-0.9,3.3,-1.1,x,-20.4,x,7.8,-3.1,-2.3
Cc1sc2ncnc(SCC(=O)N3c4ccccc4Sc4ccc(Cl)cc43)c2c1C,-2.2,x,2.8,4.9,-8.4,11.0,4.9,9.4,5.3
Cc1ccc(-n2cc(C(=O)c3ccc4ccccc4c3O)cn2)cc1,-2.5,x,-1.3,-1.5,2.4,-4.3,-2.2,-0.7,-9.6
O=c1c(Cl)c(N2CCCCC2)cnn1-c1nc2ccccc2[nH]1,-0.3,0.7,3.0,-1.4,6.8,1.3,24.8,0.8,-8.9
Cc1cccc(-n2ncc3c(NCc4cccs4)ncnc32)c1,-3.6,2.7,6.4,-0.6,-1.2,-14.8,-2.6,26.5*,-5.0

# Five compounds from above, arranged by length of the SMILES, rising:
SMILES,FadD28 FP inh,BioA inh,Mtb FBA inh,Mtb UGM inh,MazF activator,Rv3671c inh,GDH-TPI counter,PrPC TRFRET,BoNT-F LC inh
CN1CCN(C(=O)c2ccc(N3CCCC3=O)cc2)CC1,0.1,-0.6,-3.9,-2.0,-13.8,1.1,5.5,2.6,9.5
Cc1ccc(-n2cc(C(=O)c3ccc4ccccc4c3O)cn2)cc1,-2.5,x,-1.3,-1.5,2.4,-4.3,-2.2,-0.7,-9.6
O=[N+]([O-])c1cccc(S(=O)(=O)NCC2CC3CCC2C3)c1 (stereo unspecified),x,-0.8,3.1,-3.2,1.6,-6.0,-6.3,-13.5,14.7
COc1ccc(N2CCN(CCNC(=O)c3c(C)cc(=O)oc3C)CC2)cc1,0.3,-3.7,2.0,x,-6.8,0.3,40.5*,5.4,-3.2
COc1ccc(OC)c(CN2CCN(Cc3cc(=O)oc4cc(O)ccc34)CC2)c1,-1.1,2.1,114.7*,0.7,27.7,1.0,10.5,-5.8,-10.8

# Screening data: PubChem, several laboratories
